LGR2 inh = inhibitors of bursicon-induced LGR2 CRE-luciferase signal, primary screen, cell-based, HEK293, CRE-luciferase reporter, bursicon stimulation. bursicon-stimulated, 4 h. Drosophila bursicon receptor LGR2 (rickets). inhibition, % at 9.99 µM. 380,000 tested, 0.35% active;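 active = drop in luminescence signal, shown as inhibition above about 50% in the replicate tests, limit read from the data, passing the limit was not always enough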;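 also: agonist challenge used bursicon conditioned medium at about half maximal strength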
PGC1a acetyl inh = inhibitors of PGC1a acetylation signal, primary screen, cell-based, U2OS, AlphaScreen, inhibitor mode; AlphaScreen anti-acetyl-lysine; with virally co-expressed GCN5 acetyltransferase; inhibition, % at 15.6 µM; 350,000 tested, 0.17% active;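 active = every replicate shows inhibition of at least 40%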;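 also: 0% = neutral control wells and 100% = positive control wells; some results beyond the cut were filed as inactive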
Statin myotox sup = suppressors of statin myotoxicity in C2C12 myotubes, primary screen, cell-based, single point, plate reader | rescue of ATP level, % at 7.49 µM | 330,000 tested, 0.78% active | C2C12 myotubes + simvastatin, ATP luminescence, 48 h; scaled: DMSO 0, geranylgeraniol control 100;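 active = mean ATP rescue above about 67%, or every replicate alone reaching that limit, limit read from the data, passing the limit was not always enough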;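 also: myotubes were challenged with 10 µM simvastatin during compound exposure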
ERAP1 inh = human ERAP1 aminopeptidase inhibitors, primary screen, biochemical, single point, plate reader | Endoplasmic reticulum aminopeptidase 1 (Homo sapiens), Q9NZ08 | recombinant ERAP1, Leu-AMC fluorescence, 60 min | inhibition, % at 10.7 µM | 340,000 tested, 0.15% active | AID 652197, 2013;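 active = mean replicate inhibition of at least 30%, or all replicates individually reaching that 30% level; inactive = mean below 30% and not every replicate reaching it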;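 also: 0% = neutral control wells and 100% = L-leucinethiol positive control wells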
Xi reactivation = activators of inactive X chromosome reactivation, primary screen, imaging, XiGFP fibroblasts, GFP high-content imaging, set 2; XiGFP mouse fibroblasts, % GFP-positive cells imaging, 3 d; cells co-treated with 5-aza-dC sensitizer; scaled so ellipticine positive control = 100%; activation, % at 7.58 µM; 360,000 tested, 0.055% active;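 active = mean normalized replicate activation at least 10% and every replicate at or above 10%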;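 also: 0% = median of on-plate neutral control wells and 100% = ellipticine 6 µM median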
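Material: XiGFP fibroblasts, SV40-immortalized. Buffer or medium: DMEM plus 5-aza-dC sensitizer. Compound: single concentration per compound, delivered by pin transfer. Times: 3 days compound exposure. Controls: ellipticine 6 µM.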
Cneo AK release = Cryptococcus neoformans cell lysis inducers, primary screen, AK release luminescence, single concentration | 360,000 tested, 0.2% active | C. neoformans lysis, adenylate kinase release luminescence, 4 h; normalised: neutral wells 0, clomiphene wells 100 | AID 651654, 2012 | lysis activity, % at 15 µM;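 active = mean lysis activity across replicates of at least 80%, whatever share of replicates individually reach that level; inactive = mean lysis activity below 80%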
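Material – Cryptococcus neoformans yeast cells · Quantity – 5 × 10^6 yeast cells/mL · Buffer or medium – YPD medium · Compound – single dose · Timing – 4 h static compound exposure, 37 °C, read 1 h post-reagent · Signal – adenylate kinase release luminescence · Read-out basis – lysis from increased AK signal · Benchmarks – Clomiphene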
S100A4 MyoIIA = inhibitors of S100A4-myosin IIA peptide binding, primary screen, biochemical, fluorescence polarization, TAMRA-MyoIIA peptide. inhibition, % at 10.7 µM. AID 652163, 2013. Protein S100-A4 (Homo sapiens), P26447. 360,000 tested, 0.14% active;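 active = mean inhibition of at least 70% across replicates, with every replicate also reaching that level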
Target sequence (P26447 whole entry, looked up): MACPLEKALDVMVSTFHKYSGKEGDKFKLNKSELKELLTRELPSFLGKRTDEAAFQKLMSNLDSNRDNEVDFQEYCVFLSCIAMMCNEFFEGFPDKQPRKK
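incubation = readout 5 min after mixing, signal stable up to 60 min | system = S100A4 monomer protein | buffer or medium = HEPES pH 7.2 with CaCl2, KCl, NaCl, DTT, Triton | benchmarks = neutral control DMSO, positive control TFP | also added = fluorescent myosin IIA peptide, 5 nM | compound dosing = one concentration per compound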
SIRT5 block = SIRT5 desuccinylase inhibitors, primary screen, biochemical, fluorescence imaging, single point, set 5; 330,000 tested, 1.1% active; inhibition, % at 15 µM; NAD-dependent protein deacylase sirtuin-5, mitochondrial (Homo sapiens), Q9NXA8; Purified SirT5, succinyl-peptide AMC, trypsin-coupled fluorescence; in the data active = inhibition above about 15%
Target sequence (Q9NXA8 whole entry, looked up): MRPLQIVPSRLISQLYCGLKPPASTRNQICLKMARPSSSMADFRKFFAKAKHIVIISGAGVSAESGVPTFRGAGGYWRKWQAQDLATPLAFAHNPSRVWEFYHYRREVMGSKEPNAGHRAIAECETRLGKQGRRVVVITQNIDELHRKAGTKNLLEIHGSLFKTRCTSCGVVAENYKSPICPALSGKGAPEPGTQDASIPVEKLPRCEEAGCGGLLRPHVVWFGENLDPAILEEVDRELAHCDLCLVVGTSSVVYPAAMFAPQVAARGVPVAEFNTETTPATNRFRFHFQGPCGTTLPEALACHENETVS
An asterisk follows results filed as active; nt = not tested or not shown. A portion of the library. The share of hits here may be higher or lower than overall.

SMILES | LGR2 inh | PGC1a acetyl inh | Statin myotox sup | ERAP1 inh | Xi reactivation | Cneo AK release | S100A4 MyoIIA | SIRT5 block
CN(CC(=O)Nc1ccc(F)c(F)c1F)C(=O)CCN1C(=O)C2CCCCC2C1=O (stereo not drawn) | 27 | 6 | -1 | 0 | -0.1 | 2 | -1 | -2
COc1ccc(CNC(=O)CN(C(=O)c2snc(C(N)=O)c2N)c2ccc(F)cc2)cc1 | 16 | nt | 6 | 0 | 0.2 | 1 | 1 | 3
COC(=O)c1ccc(NS(=O)(=O)NC(=O)c2c[nH]c3ccccc23)cc1 | -7 | 10 | 8 | -4 | 0.1 | nt | 2 | -1
Cc1ccc(C(=O)N2CCC[C@@H]2C(=O)N2CCC[C@H]2C(=O)NCc2ccccc2)cc1 | -15 | nt | nt | -2 | 0.1 | nt | 2 | nt
Cc1cc(Nc2cc(F)ccc2C)n2nc(C)nc2n1 | 5 | nt | 6 | 3 | 0.0 | -2 | 0 | -7
Cc1ccccc1C(=O)Nc1nnc(CC(=O)N/N=C/c2cn(Cc3ccccc3)c3ccccc23)s1 | 1 | 6 | nt | -3 | 1.5 | nt | -1 | -2
CC1SC(=NC(=O)c2ccncc2)NC1=O (stereo not drawn) | 34 | nt | nt | 4 | 0.0 | nt | -3 | 5
CSc1ccc(/C=N/NC(=O)CNc2ccc3ccccc3c2)cc1 | 6 | 0 | nt | -4 | 0.0 | nt | 0 | -5
CN(c1ccccc1)S(=O)(=O)c1ccc(Cl)c(C(=O)NC2=NCCS2)c1 | -3 | nt | nt | 2 | 0.0 | nt | 1 | 2
CCCCN1C(=O)C(=O)N(CC(=O)N2N=C3/C(=C/c4ccco4)CCCC3C2c2ccco2)C1=O (stereo not drawn) | -2 | nt | nt | 2 | 0.0 | nt | -1 | -2
C[N+]1(CCn2ccc3ccccc32)CCCCC1 | -8 | nt | nt | 8 | 0.0 | nt | 7 | -1
COc1cc(C2NC(=O)C(C#N)=C(Nc3cccc(C)c3)S2)ccc1O (stereo not drawn) | 5 | nt | nt | 2 | 0.0 | nt | -6 | -7
CCN1C(=O)[C@H]2[C@@H](c3ccc(-c4cc(C(C)=O)cs4)cc3)N3CCCC[C@@]3(C(=O)OC)[C@H]2C1=O | 13 | 0 | 0 | 0 | 0.0 | -1 | -4 | -3
Nc1nc(COC(=O)CCC(=O)c2ccccc2)nc(Nc2ccccc2)n1 | 9 | -4 | 25 | 4 | 0.0 | 2 | -3 | -2
CCOC(=O)[C@@H]1[C@H]2COc3cc(OC)ccc3[C@@H]2N2C(=O)N(c3ccc(OC)cc3)C(=O)[C@]12C | -3 | 5 | 2 | 1 | 0.0 | 22 | 3 | 2
CCc1ccccc1Oc1nc(NCc2ccccc2)nc2ccsc12 | 2 | nt | -3 | -3 | 0.0 | -1 | -4 | -3
CC(C)NC(=O)Nc1ccc2c(c1)CC(=O)N([C@@H](C)CO)C[C@@H](C)[C@@H](CN(C)Cc1ccc(-c3ccccc3)cc1)O2 | -6 | -15 | -128 | -1 | -1.5 | -3 | 5 | 6
Cc1ccc2nc(NC(=O)c3ccc(OCC4CCCO4)cc3)sc2c1 (stereo not drawn) | 5 | 16 | nt | -6 | 0.1 | nt | 1 | -2
CCCCN1CC(N2CCN(CCN(C)C)CC2)CS1(=O)=O (stereo not drawn) | -4 | -6 | -2 | nt | 0.0 | 0 | -2 | 0
O=C(Nc1ccc(CN2CCOCC2)cc1)c1cc2ccccn2n1 | 78* | 0 | -14 | 6 | -0.1 | 0 | 0 | 1
CC(=O)Nc1ccc(NC(=O)c2ccc(N(Cc3ccccc3C)S(C)(=O)=O)cc2)cc1 | 25 | nt | nt | nt | 0.0 | nt | -3 | -2
CNC(=O)C[C@H]1CC[C@H]2[C@H](COc3ccc(NC(=O)c4cc(C)on4)cc3C(=O)N2C)O1 | 3 | -4 | 8 | nt | 0.2 | 84* | nt | nt
CC(NC(=O)COC(=O)C1CCN(c2ccc(C(F)(F)F)cn2)CC1)c1ccccc1 (stereo not drawn) | 3 | nt | 1 | -1 | 0.0 | -1 | -3 | -4
COCC(=O)N1C[C@@H](C)[C@@H](OC)CN(C)C(=O)c2cc(NC(=O)c3ccccc3)ccc2OC[C@H]1C | -5 | -14 | 2 | -2 | 0.2 | -5 | 2 | nt
O=C(C[C@@H]1CC[C@@H]2[C@H](COC[C@H](O)CN2C(=O)Nc2ccc(F)cc2)O1)NCC1CC1 | 19 | 6 | 9 | 3 | 0.3 | 0 | 3 | -1

(further entries)
SMILES | LGR2 inh | PGC1a acetyl inh | Statin myotox sup | ERAP1 inh | Xi reactivation | Cneo AK release | S100A4 MyoIIA | SIRT5 block
COc1ccc2c3c(n(C)c2c1)[C@H](CO)N(CC1CC1)CC31CCN(C(=O)CN(C)C)CC1 | -6 | nt | nt | -1 | -0.1 | nt | 18 | -5
Cc1cc(C)c2cc(C(c3nnnn3CC3CCCO3)N3CCN4CCCC4C3)c(=O)[nH]c2c1 (stereo not drawn) | 20 | -14 | 10 | 4 | nt | -2 | -1 | -1
O=C(COC(=O)CCC1CCCC1)Nc1nc2c(F)c(F)c(F)cc2s1 | -7 | -6 | -5 | -1 | 0.7 | 91* | -2 | -5
O=S(=O)(c1ccccc1)c1nc(-c2cccs2)oc1NCc1cccnc1 | -13 | nt | 27 | 0 | 0.0 | 35 | -2 | 3
CCc1ccc(-c2cc(C)no2)cc1S(=O)(=O)Nc1cc(C)ccn1 | 25 | -7 | -4 | 0 | 0.0 | -2 | -4 | 32*
C[C@@H]1CCCCO[C@@H](CN(C)CC2CCCCC2)[C@H](C)CN([C@@H](C)CO)C(=O)c2cc(NC(=O)CCC(F)(F)F)ccc2O1 | -3 | 3 | nt | nt | 0.0 | -13 | nt | nt
CCCN1C(=O)c2ccc(C(=O)Nc3nccs3)cc2C1=O | -34 | -7 | -19 | 2 | nt | nt | -2 | 4
O=C(COc1ccc(S(=O)(=O)N2CCCCC2)cc1)Nc1ccccc1F | -6 | nt | -6 | 4 | 0.0 | 1 | 0 | -4
CC1CN(C(=O)c2ccccc2)C(=Nc2cccc(S(=O)(=O)N(C)C)c2)S1 (stereo not drawn) | -13 | 1 | nt | nt | 0.0 | 3 | nt | nt
C[C@@H]1CCCCO[C@H](CN(C)S(=O)(=O)c2ccccc2)[C@@H](C)CN([C@H](C)CO)C(=O)c2cc(NC(=O)c3ccccc3)ccc2O1 | 3 | 10 | nt | 0 | 0.2 | 1 | 2 | 2
COc1cc(F)ccc1-c1cc(C(=O)NCc2ccc(C(F)(F)F)cc2)[nH]n1 | -18 | -28 | 15 | 2 | -0.1 | 0 | 12 | nt
C[C@H](CO)N1C[C@H](C)[C@@H](CN(C)C(=O)Cc2ccccc2)OCCCC[C@H](C)Oc2ccc(NS(=O)(=O)c3cn(C)cn3)cc2C1=O | 9 | 1 | -20 | -1 | 0.2 | 2 | 0 | 0
NC1=NCC(O)=C1c1nc2ccccc2[nH]1 | 3 | -14 | nt | -4 | 0.1 | nt | -1 | -1
Cc1ccc(C)c(N2CCN(C(=S)Nc3ccc4nc(N5CCN(C)CC5)cc(C)c4c3)CC2)c1 | 12 | -11 | nt | -6 | -0.1 | 1 | 2 | -3
CN(C)CCCNC(=O)C[C@H]1CC[C@H]2[C@H](COc3ccc(NS(C)(=O)=O)cc3C(=O)N2C)O1 | 1 | 1 | 9 | -2 | 0.1 | -2 | -10 | -6
COc1cc(-c2cc(=O)c3c(C)cc(O)cc3o2)cc(OC)c1OC | -1 | nt | nt | -1 | -0.1 | nt | 0 | 0
C[C@@H]1CCCCO[C@H](CN(C)C(=O)CCCN(C)C)[C@H](C)CN([C@@H](C)CO)C(=O)c2cc(NC(=O)Nc3ccc(F)cc3)ccc2O1 | 10 | 12 | nt | -7 | -1.2 | 5 | 1 | 1
CC(C)NC(=O)C1(C)CCN1Cc1ccc(C(F)(F)F)cc1 (stereo not drawn) | -7 | nt | 0 | 4 | 0.1 | 9 | -1 | -1
CCc1ccc(NC(=S)N2CCNC(=O)C2CC(=O)OC)cc1 (stereo not drawn) | -33 | 5 | nt | 0 | 0.3 | nt | 2 | -1
CCn1cc(C2=NC(c3ccccc3)CO2)c2ccccc21 (stereo not drawn) | 6 | -7 | -12 | -3 | 9.9 | 15 | -2 | 1
CCc1nn(C(CC)C(=O)NCC(C)c2ccccc2)c(=O)c2cc3occc3n12 (stereo not drawn) | 2 | -6 | -7 | 3 | 0.1 | 15 | -2 | -2
COCC#Cc1ccc2c(c1)O[C@H](CN(C)S(=O)(=O)c1ccc(F)cc1)[C@H](C)CN([C@@H](C)CO)S2(=O)=O | 15 | 1 | 3 | 0 | -0.9 | 5 | 40 | 6
CN1c2ccc(Br)cc2[C@@H]2[C@@H](CCN2C(=O)c2cccc(F)c2)[C@@H]1CO | 8 | -37 | 18 | 2 | 0.1 | -17 | 12 | -2
CCCN1C[C@@H](C)[C@H](OC)CN(C)C(=O)c2cc(NC(=O)CC)ccc2OC[C@@H]1C | 25 | 3 | 4 | nt | 0.0 | nt | nt | nt
C/C=C/c1ccc([C@H]2[C@@H](C#N)N(C(=O)NC3CCCC3)[C@@H]2CO)cc1 | 4 | -1 | 15 | 2 | -0.1 | -2 | -1 | 0
COCC(=O)N(C)C[C@H]1Oc2ncc(C#Cc3cccnc3)cc2C(=O)N([C@H](C)CO)C[C@H]1C | 11 | 0 | 6 | -1 | -1.0 | -4 | -22 | 1
CC(O)CNc1nc2ccccc2n1CC(=O)NCC(F)(F)F (stereo not drawn) | 4 | 2 | nt | -1 | 0.0 | nt | 3 | 0
O=C1NN(c2ccccc2)C(=O)C1=Cc1ccccc1 | 14 | -2 | 7 | 6 | 0.0 | 1 | 1 | 0
Cc1nc(C)n(C)c(=O)c1-c1ccccc1 | 4 | -12 | 8 | 0 | 0.0 | -1 | 0 | -4

LGR2 inh: what is marked active above
SMILES,LGR2 inh,PGC1a acetyl inh,ERAP1 inh,S100A4 MyoIIA,SIRT5 block
O=C(Nc1ccc(CN2CCOCC2)cc1)c1cc2ccccn2n1,78*,0,6,0,1

A stretch from further up, for reference:
SMILES | LGR2 inh | PGC1a acetyl inh | Statin myotox sup | ERAP1 inh | Xi reactivation | Cneo AK release | S100A4 MyoIIA | SIRT5 block
COc1ccc2c3c(n(C)c2c1)[C@H](CO)N(CC1CC1)CC31CCN(C(=O)CN(C)C)CC1 | -6 | nt | nt | -1 | -0.1 | nt | 18 | -5
Cc1cc(C)c2cc(C(c3nnnn3CC3CCCO3)N3CCN4CCCC4C3)c(=O)[nH]c2c1 (stereo not drawn) | 20 | -14 | 10 | 4 | nt | -2 | -1 | -1
O=C(COC(=O)CCC1CCCC1)Nc1nc2c(F)c(F)c(F)cc2s1 | -7 | -6 | -5 | -1 | 0.7 | 91* | -2 | -5
O=S(=O)(c1ccccc1)c1nc(-c2cccs2)oc1NCc1cccnc1 | -13 | nt | 27 | 0 | 0.0 | 35 | -2 | 3
